Assay outcomes: PubChem BioAssay, several laboratories
AID2073: inhibitors of Mint1-CaV2.2 protein interaction, biochemical, HTRF (AID 2073) | HTRF protein-protein interaction, Mint1-CaV2.2; higher % means a stronger effect | one-dose inhibition, % at 20 µM; IC50 in µM for titrated hits | 290,000 compounds, 0.19% hits; in the data active means inhibition mostly above about 51%, no sharp cut-off; inconclusive means no clear call, values can overlap the other calls; inactive means mostly below about 53%; further: some results filed as inactive read as strong as hits
Dengue-2 NS5 capping: flavivirus cap methylation enzyme inhibition – biochemical, confirmation dose response, primary screen (AID 588689). inhibition, % at 25 µM; hits with a dose series show IC50 in µM. Dengue-2 NS5 methyltransferase capping enzyme assay, biochemical; higher % means a stronger effect. 340,000 compounds, 0.3% hits; in the data active means a potency from the dose series; inconclusive means inhibition above about 29% without an active follow-up result
Large T inhibition: TAg ATPase/helicase activity blockers – biochemical (AID 1903); SV40 large T antigen ATPase/helicase inhibition assay; higher % means a stronger effect; inhibition, % at 20 µM; hits with a dose series show IC50 in µM; 310,000 compounds, 0.39% hits; in the data active means a potency from the dose series; inconclusive means inhibition mostly from about 32% at the one dose, without a potency; inactive means the rest, 99 in 100 with inhibition below about 32%; further: strong numbers were not always called active
XIAP displacement: small molecules displacing peptide from XIAP – biochemical, IAP family, fluorescence polarization (AID 1018) | XIAP BIR domain, fluorescence polarization peptide displacement; higher % means a stronger effect | displacement, % at 20 µM, or IC50 in µM where a hit was titrated | 200,000 compounds, 0.007% hits; in the data active means displacement above about 50%; further: a part of the inactive calls stands beside numbers as strong as those of hits
SIAH1 antagonists: blockers of Siah-1 interaction with plectin peptide – biochemical, fluorescence polarization, rhodamine-plectin, uHTS, primary screen (AID 1817) | Siah-1 / rhodamine-plectin peptide fluorescence polarization; higher % means a stronger effect | 290,000 compounds, 0.02% hits | displacement, % at 20 µM, or IC50 in µM where a hit was titrated;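 active means displacement of at least 50% at 20 µM, with a fluorescence ratio check between 0.3 and a set limit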;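 further: plate controls were Siah plus tracer with DMSO for no effect and tracer alone without Siah for full effect; strong numbers were not always called active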
RSV antiviral HEp-2: inhibition of RSV-induced cytopathic effect – HEp-2 cells, primary 10 µM value included (AID 2391); 310,000 compounds, 0.13% hits; CPE inhibition, % at 10 µM, or IC50 in µM where a hit was titrated; HEp-2 cells, RSV-induced CPE inhibition; higher % means a stronger effect; in the data active means a potency from the dose series; inconclusive means CPE inhibition mostly from about 23% at the one dose, without a potency; inactive means the rest, 99 in 100 with CPE inhibition below about 21%; further: strong numbers were not always called active
MgcRacGAP inhibition: MgcRacGAP GTPase-activating activity inhibitors, confirmation, biochemical, ADP Hunter fluorescence. inhibition, % at 30 µM; hits with a dose series show IC50 in µM. AID 624330. MgcRacGAP-stimulated Rac1 GTP hydrolysis, ADP Hunter fluorescence; higher % means a stronger effect; GST-tagged Rac1 F28L mutant substrate. 340,000 compounds, 0.6% hits;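 active means first-screen hits whose inhibition reached a set limit at any dose in the follow-up dose series; inconclusive means inhibition above the set first-screen limit but never retested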;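 further: fluorescence reports GDP produced by GAP-driven GTP hydrolysis; strong numbers were not always called active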
HIV fusion peptide: inhibitors of HIV fusion peptide binding, primary screen, biochemical, uHTS, fluorescence dequenching (AID 1986); cell-free peptide binding, fluorescence dequenching, 30 min; higher % means a stronger effect; 290,000 compounds, 0.3% hits; one-dose inhibition, % at 20 µM; IC50 in µM for titrated hits; in the data active means inhibition mostly above about 52%, no sharp cut-off; inactive means mostly below about 76%; further: some results filed as inactive read as strong as hits
LYP phosphatase: PTPN22 lymphoid phosphatase activity blockers – biochemical, fluorescence intensity, uHTS (AID 1779) | recombinant LYP phosphatase, fluorescence intensity; higher % means a stronger effect | inhibition, % at 11.5 µM, or IC50 in µM where a hit was titrated | 290,000 compounds, 0.054% hits; in the data active means inhibition above about 50%;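 further: plate controls were vehicle with enzyme for no effect and no enzyme for full effect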
Dengue-2 NS5 capping pilot replicate: further read-out of Dengue-2 NS5 capping, marked with its call; inhibition, %; measured here: pilot screen replicate inhibition
The depositor's hits bear a star; u = inconclusive; x = not tested or not shown. The order is random. About 1.7% of those tested had a hit in this group.

SMILES	AID2073	Dengue-2 NS5 capping	Large T inhibition	XIAP displacement	SIAH1 antagonists	RSV antiviral HEp-2	MgcRacGAP inhibition	HIV fusion peptide	LYP phosphatase	others
CN1CCN(C(=S)Nc2ccc(Oc3ccccc3)cc2)CC1	-21%	-9%	26%	-5.6%	0%	1.1%	10%	0.7%	3%
O=C(NCCS(=O)(=O)NCc1ccc(Cl)cc1)c1ccccc1	x	1%	7%	x	x	-2.2%	1%	x	x
O=C(CSc1ccc2c(c1)OCCO2)Nc1cccnc1	-5%	10%	1%	-0.3%	-2%	-1.6%	8%	-0.2%	-1%
O=C(Nc1ccccc1C(=O)N1CCOCC1)C1COc2ccccc2O1 (configuration not stated)	-2%	0%	23%	0.4%	-3%	0.4%	2%	-0.5%	-10%
O=C(NCc1ccncc1)c1cc2ccccc2nc1Cl	-2%	5%	12%	-6.0%	4%	-0.5%	8%	-0.4%	1%
CCOc1ccc(CCNC(=O)C2CCCN(c3nnc(-n4cccc4)s3)C2)cc1OCC (configuration not stated)	-6%	2%	5%	-10%	-3%	0.5%	11%	-2.0%	-5%
COc1ccc2cc3c(N)nn(C(=O)C4CCC(C(C)(C)C)CC4)c3nc2c1 (configuration not stated)	11%	-2%	10%	-1.6%	25%	-2.3%	10%	3.4%	4%
Cc1cccc(NC(=O)C2NC(=O)CC2c2ccccc2)c1C (configuration not stated)	-1%	1%	2%	-2.8%	-4%	1.0%	4%	-0.3%	-6%
CC(=O)N1CCOc2ccc(S(=O)(=O)N3CCC(C(=O)Nc4ccc(F)cc4)CC3)cc21	1%	-7%	2%	x	8%	16%	9%	0.6%	-10%
O=C(NCCN1CCN(C(=O)c2c(F)cccc2F)CC1)C(=O)Nc1ccc(Cl)cc1	16%	-3%	21%	x	3%	5.3%	8%	4.6%	-8%
CC(NC(=O)C1CC1)c1ccc(-c2ccccc2)cc1 (configuration not stated)	14%	-7%	6%	x	2%	18%	8%	-1.7%	-6%
CCCc1nc(N2CCOCC2)c(C#N)c2c1CCCC2	4%	-5%	10%	-4.1%	-4%	2.8%	-5%	1.4%	-5%
CCOC(=O)c1cnc2c(N=Nc3cccc(Cl)c3)c(N)nn2c1N	4%	x	9%	-2.9%	-3%	x	x	-3.9%	-4%
Cc1nc(C2CCC3C4CCC5=CC(=O)CC[C@]5(C)C4CC[C@]23C)cs1 (some centres not stated)	8%	x	1%	x	3%	-0.1%	x	2.1%	4%
CCOP(=O)(OCC)C(NC(=O)Nc1c(C)cc(C)cc1C)c1ccccc1 (configuration not stated)	0%	-6%	7%	-7.1%	-9%	-1.6%	3%	-1.8%	-9%

Entries listed so far containing fluorine:
SMILES	AID2073	Dengue-2 NS5 capping	Large T inhibition	XIAP displacement	SIAH1 antagonists	RSV antiviral HEp-2	MgcRacGAP inhibition	HIV fusion peptide	LYP phosphatase	others
CC(=O)N1CCOc2ccc(S(=O)(=O)N3CCC(C(=O)Nc4ccc(F)cc4)CC3)cc21	1%	-7%	2%	x	8%	16%	9%	0.6%	-10%
O=C(NCCN1CCN(C(=O)c2c(F)cccc2F)CC1)C(=O)Nc1ccc(Cl)cc1	16%	-3%	21%	x	3%	5.3%	8%	4.6%	-8%

More entries
SMILES	AID2073	Dengue-2 NS5 capping	Large T inhibition	XIAP displacement	SIAH1 antagonists	RSV antiviral HEp-2	MgcRacGAP inhibition	HIV fusion peptide	LYP phosphatase	others
CCc1nn(CC(=O)NCCN2CCN(C)CC2)c(=O)c2cc3occc3n12	6%	5%	7%	-5.4%	-1%	0.4%	10%	0.5%	-8%
CC(O)c1cccc(NC(=O)CC(c2ccccc2)c2ccccc2)c1 (configuration not stated)	0%	-6%	11%	x	5%	3.6%	7%	1.5%	-9%
CC(C)C(C(=O)NC1CCCC1)N(CC1CCCO1)C(=O)CNS(=O)(=O)c1ccc(F)cc1 (configuration not stated)	25%	-4%	1%	x	2%	-0.3%	8%	-2.4%	-1%
Cc1cccc(N2C(=O)CN(Cc3cccs3)C2=S)c1	-11%	-10%	21%	-4.9%	4%	3.7%	-16%	0.1%	-6%
O=C1CSC(c2ccccn2)N1Cc1cn2ccccc2n1 (configuration not stated)	-3%	12%	-1%	-1.3%	0%	1.8%	3%	2.0%	-4%
COc1ccccc1CN1[C@@H](CC(=O)O)c2cc(F)ccc2S1(=O)=O	x	-4%	-4%	x	x	-0.3%	-1%	x	x
O=C(/C=C/c1ccco1)NC1=NCCS1	11%	-10%	9%	-3.2%	-5%	2.0%	11%	12%	-6%
O=C(Nc1ccc2c(c1)OCCO2)NC1(C(F)(F)F)Oc2ccccc2O1	-6%	-7%	12%	-2.8%	-1%	1.8%	13%	-1.2%	-10%
Cc1ccc(C)c(S(=O)(=O)N2CCN(C(=O)Nc3ccccc3)CC2)c1	-11%	-5%	13%	x	9%	2.1%	8%	-0.2%	-6%
CCOc1ccc(/C=C2\SC(=S)N(CC(=O)N(CCO)C(C)(C)C)C2=O)cc1	-2%	x	24%	2.9%	-1%	-1.6%	6%	0.9%	4%
CCc1ccc(OS(=O)(=O)c2cn(C)c(=O)n(C)c2=O)cc1	0%	1%	-8%	-5.9%	-3%	2.6%	0%	-1.4%	-2%
NS(=O)(=O)c1ccc(CCNC(=O)CSc2nc3ccsc3c(=O)n2CCCCC(=O)O)cc1	-2%	-9%	4%	-2.8%	-1%	2.1%	-12%	1.8%	2%
O=C(NNC(=O)c1cccnc1)Nc1ccc([N+](=O)[O-])cc1	7%	-5%	16%	-6.2%	1%	4.7%	3%	-2.7%	-7%
Cc1ccc(Cn2ncc3c(N4CCCC4)ncnc32)cc1	-4%	-13%	7%	-3.3%	-1%	0.8%	10%	-0.9%	-3%
Cc1ccc(CCC(=O)Nc2ccc(N(C)C)cc2)o1	-15%	-7%	32%	x	0%	-0.9%	45µM*	-1.7%	-10%	Dengue-2 NS5 capping pilot replicate=-6.1
Cc1nc(-c2cccc(NS(=O)(=O)c3ccccc3)c2)cs1	-6%	-4%	0%	-11%	1%	11%	3%	-2.1%	-2%
Cc1ccc(C(=O)N2CCOCC2)cc1Cl	7%	-6%	-2%	-13%	-6%	1.3%	4%	1.2%	-3%
COc1cc(OC)cc(-c2nnc(SCc3ccc(C(=O)O)cc3)o2)c1	-17%	-4%	29%	x	0%	2.0%	11%	0.3%	-3%
CCCC1=C(C(=O)OCC)C(c2cccs2)C(C#N)=C(N)O1 (configuration not stated)	-4%	-2%	11%	-1.8%	0%	0.8%	-6%	0.5%	-2%
O=c1[nH]c2ccccc2cc1CN(Cc1cccnc1)S(=O)(=O)c1ccc(Cl)cc1	37%	0%	6%	x	1%	6.1%	3%	-0.1%	-4%
COc1ccccc1NC(=O)C1=C(C)Nc2ncnn2C1c1ccccc1C (configuration not stated)	-4%	-10%	-7%	-4.9%	-3%	-0.4%	5%	0.6%	-3%
Cc1ccc(/C=N/c2sc3c(c2C(N)=O)CCCC3)o1	13%	-4%	6%	-5.2%	0%	2.5%	20%	2.6%	2%
CCCCOC(=O)/C(=C\c1ccc([N+](=O)[O-])o1)NC(=O)c1ccccc1	13%	0%	16%	-1.4%	5%	0.8%	5%	58%	-2%
Cc1ccc(S(=O)(=O)NCCn2nc(C)nc2C)cc1	u	-4%	-1%	x	6%	1.6%	3%	0.4%	-12%
O=C(O)c1ccc(Nc2nc(-c3ccccc3)c3ccccc3n2)cc1	24%	8%	7%	-3.3%	0%	3.4%	9%	24%	-2%
S=c1[nH]nc(C2CCCCC2)n1/N=C/c1ccc(Br)s1	-43%	-4%	3%	-16%	0%	-0.1%	9%	4.1%	2%	Dengue-2 NS5 capping pilot replicate=-7.2
O=c1c2cn[nH]c2nc(SCc2c(F)cccc2F)n1-c1ccc(Cl)cc1	43%	-11%	3%	-3.9%	3%	u	-4%	3.4%	4%
CC1OC(O[C@H]2CC[C@]3(C)C4C=C[C@]56OC[C@@]7(CC[C@@H](C)[C@H](C)C75)[C@H](O)C[C@@]6(C)[C@]4(C)CC[C@H]3C2(C)C)C(OC2OC(CO)C(O)C(O)C2OC2OCC(O)C(O)C2O)C(O)C1O (some centres not stated)	-6%	x	x	x	-3%	x	x	0.9%	0%
c1ccc(-n2cc(CN3CCC(N4CCOCC4)CC3)c(-c3ccc4c(c3)OCO4)n2)cc1	6%	-4%	3%	-2.7%	-5%	-2.6%	-1%	-1.1%	-8%
c1ccc(Cn2ncc3c(N4CCOCC4)ncnc32)cc1	8%	-2%	3%	-2.7%	9%	-0.1%	5%	-0.5%	1%
COc1ccc(NC(=O)CN(C)CC(=O)Nc2cccc(C(F)(F)F)c2)cc1	-7%	5%	8%	-3.1%	-8%	0.4%	8%	-1.5%	1%
CC1CN(S(=O)(=O)c2ccc(C(=O)Nc3sc4c(c3C(N)=O)CCN(C)C4)cc2)CC(C)O1 (configuration not stated)	16%	x	3%	0.5%	-7%	x	x	-4.8%	-2%
CCOc1ccc(S(=O)(=O)Nc2ccccc2C(=O)NCC2CCCO2)cc1 (configuration not stated)	6%	-2%	8%	0.9%	-1%	3.4%	2%	0.3%	2%
O=C(CSc1ccc([N+](=O)[O-])cn1)Nc1cc(C(F)(F)F)ccc1N1CCOCC1	-2%	3%	13%	x	-6%	12%	3%	-2.7%	-7%
O=C(CCN1CCOCC1)N1CCc2c([nH]c3ccccc23)C1c1cccc(Cl)c1 (configuration not stated)	3%	-9%	2%	-5.2%	-7%	1.9%	14%	2.0%	-2%
CC1CC(C)CN(C(=O)c2cc(-c3ccccn3)nc3ccccc23)C1 (configuration not stated)	-4%	2%	13%	-3.2%	1%	1.5%	10%	1.0%	0%
O=C(COc1ccccc1)Nc1ccc(CN2CCCCC2)cc1	7%	-7%	6%	-6.8%	2%	-1.2%	4%	0.1%	-7%
CCOC(=O)C(=O)Nc1cc(C)nn1-c1nc2ccccc2[nH]1	17%	-12%	6%	x	1%	-0.8%	13%	2.7%	-6%
O=S(=O)(NC1CCCCC1N1CCN(c2ccccc2F)CC1)c1ccccc1 (configuration not stated)	0%	-10%	11%	x	1%	4.7%	11%	-1.2%	-2%
COc1ccccc1-c1nc(C#N)c(N2CCC(Cc3ccccc3)CC2)o1	8%	-2%	11%	-6.2%	-6%	0.9%	10%	9.4%	-7%
Cc1coc2cc3oc(=O)c4c(c3cc12)CCC4	15%	x	4%	-6.6%	-5%	4.4%	x	-0.1%	-2%
CN(c1ccccc1)c1nc(N)c([N+](=O)[O-])c(NCc2ccco2)n1	-4%	0%	7%	-9.7%	2%	21%	8%	-1.2%	7%
CC1CC(OCC(O)CN2CCOCC2)CC(C)(C)C1 (configuration not stated)	-5%	-6%	10%	-1.2%	1%	1.0%	4%	-1.1%	-5%
CC(Nc1ccccc1)C(=O)Nc1ccc(F)cc1 (configuration not stated)	-14%	1%	16%	-2.2%	-2%	0.1%	3%	2.5%	-4%
CCCN1C(=O)/C(=C/c2ccc(C)s2)SC1=Nc1ccc(OC)cc1	-2%	4%	-2%	-2.5%	4%	1.2%	2%	-4.0%	0%
